RORgamma inh = blocks mouse ROR gamma transcriptional activity. AID 2551. P51450. 310,000 compounds, 5.4% hits. Drosophila S2 Gal4-RORgamma UAS-luciferase reporter, 20 h. Potency, µM (top dose mostly 53.6 µM), without a hit: top-dose activity change, negative = inhibition, hits mostly inhibitors; further: on the % scale 0 is the no-effect control and ±100 the full control effect; nearly all actives have a fitted effect of over 60% in size
Target sequence (P51450 whole entry, looked up, the tested form may be a part): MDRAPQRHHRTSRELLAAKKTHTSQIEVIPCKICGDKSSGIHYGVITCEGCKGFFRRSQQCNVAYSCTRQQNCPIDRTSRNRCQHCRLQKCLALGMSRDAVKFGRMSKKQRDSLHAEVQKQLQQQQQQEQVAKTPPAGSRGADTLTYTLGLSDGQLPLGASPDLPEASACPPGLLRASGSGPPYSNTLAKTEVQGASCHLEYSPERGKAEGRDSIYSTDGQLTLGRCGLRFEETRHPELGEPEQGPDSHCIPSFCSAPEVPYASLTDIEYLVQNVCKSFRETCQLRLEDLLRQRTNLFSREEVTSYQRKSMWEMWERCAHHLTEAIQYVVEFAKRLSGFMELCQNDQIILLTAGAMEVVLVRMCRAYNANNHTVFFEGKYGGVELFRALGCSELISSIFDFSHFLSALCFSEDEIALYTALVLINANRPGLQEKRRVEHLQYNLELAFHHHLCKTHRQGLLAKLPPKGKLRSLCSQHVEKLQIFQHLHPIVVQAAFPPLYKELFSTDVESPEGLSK
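Drosophila Schneider cells stably carrying a metallothionein-driven Gal4 DBD–ROR gamma fusion and a UAS-Photinus luciferase reporter were exposed to compound for 1 hr, then induced with copper sulfate (700 uM final) for 20 hr at ambient temperature before luminescence reading.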
VP16 counter = inhibits Gal4-VP16 luciferase reporter, ROR gamma counter-screen. Drosophila S2 Gal4-VP16 UAS-luciferase, luminescence, 20 h. 310,000 compounds, 3.5% hits. AID 2546. Potency, µM (titrated, usually from 53.6 µM), for inactives: at the highest dose activity, negative = inhibition, usual class: inhibitors;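 further: Gal4-VP16 expression switched on by copper sulfate through the metallothionein promoter; on the % scale 0 is the no-effect control and ±100 the full control effect; nearly all actives have a fitted effect of over 50% in size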
Rab9 prom act = Rab9 promoter activation; Potency, µM (highest dose often 9.22 µM), inactives show at the highest dose activation, negative = inhibition, most hits filed as activators; 320,000 compounds, 2.8% hits; Huh7 Rab9 promoter-luciferase reporter, luminescence, 24 h; further: % of control where 0% means no effect; nearly all actives have a fitted effect of over 60% in size
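Huh7 reporter line, Rab9 promoter upstream of luciferase. Compound exposure 24 h at 37 °C in reduced-serum medium with 10% FBS. Read-out: luminescence.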
BRCA1 expr up = increases BRCA1 expression; 380,000 compounds, 1.1% hits; Potency, µM (highest dose often 46.1 µM), for the others: top-dose activation, hits mostly activators; AID 624202; MCF7-BRCA1-FFLuc reporter, luminescence, 48 h; response scale: scaled: vehicle 0%, 10 µM genistein 100%; further: nearly all actives have a fitted effect of over 80% in size; some results filed as inactive show a strong effect at the top dose
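First, MCF7-BRCA1-FFLuc cells (2000/well) attach for 2 h; next, compounds are pin-added and incubated 48 h at 37 °C; finally, luciferase reagent is added and luminescence read after 15 min.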
FLuc modulator = counter-screen for miR-21 project: firefly luciferase inhibitors or activators | purified FLuc, Km substrates, luminescence inhibition | Potency, µM (series often up to 57.5 µM), for inactives: at the top dose activity change, negative = inhibition, most hits filed as inhibitors | 360,000 compounds, 6.9% hits;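 further: plate controls were vehicle for no effect and reference inhibitor for full effect; nearly all actives have a fitted effect of over 55% in size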
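Purified P. pyralis luciferase (10nM final) with 10uM D-luciferin and 10uM ATP (Km levels) in 50mM Tris acetate pH 7.5, 10mM Mg acetate, 0.01% Tween-20, 0.05% BSA; qHTS 6-point titration, ~60 µM downward; luminescence read.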
NPC1 promoter act = activates the NPC1 promoter | 320,000 compounds, 2.4% hits | Huh7 NPC1 promoter luciferase reporter, 24 h | Potency, µM (top dose mostly 9.22 µM), for inactives: at the highest dose activation, most hits filed as activators;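 further: % of control where 0% means no effect; nearly all actives have a fitted effect of over 60% in size; reporter is driven by a mutant NPC1 promoter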
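Cells: Huh7 expressing luciferase under the NPC1 promoter, 1500/well. Seeded 2 h, compound added, incubated 24 h at 37 °C. Luciferase reagent, 10 min ambient, then luminescence.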
The depositor's hits bear a star; ? = inconclusive; nt = no result given; & = joins results of further samples; [ ] = another dose, or the depositor's remark. The call rests on the fitted dose curve; in most records, active means well fitted curve in the direction sought with a large enough effect; inconclusive means small, poorly fitted or top-dose-only effect, or another doubt; inactive means no such curve, though single readings can be large; an effect the other way counts as inactive or inconclusive. Potency means the concentration at half of the fitted maximal effect. An excerpt, so the mix of outcomes need not match the whole.

(1) C=Cc1ccccc1
(2) C[C@@H]1CC[C@]2(C(=O)O)CC[C@]3(C)C(=CCC4[C@@]5(C)C[C@@H](O)[C@H](O)[C@@](C)(CO)C5CC[C@]43C)C2[C@H]1C (stereo partly drawn)
(3) C/C(=C(/CCO)SS/C(CCO)=C(\C)N(C=O)Cc1cnc(C)nc1N)N(C=O)Cc1cnc(C)nc1N
(4) Cc1ccccc1OCC(O)CO (stereo not drawn)
(5) COc1cc2nc(N3CCN(C(=O)[C@@H]4COc5ccccc5O4)CC3)nc(N)c2cc1OC
(6) COc1ccc(-c2cc(C(F)F)nn2-c2ccc(S(N)(=O)=O)cc2)cc1F
assay / compound	1	2	3	4	5	6
RORgamma inh	-1%	-35%	-23%	3%	5%[16.9 µM]	-1%
NPC1 promoter act	nt	nt	nt	nt	nt	nt
FLuc modulator	nt	nt	nt	nt	nt	nt
VP16 counter	-10%	18µM*	-2%	2%	-8%[17 µM]	7%
BRCA1 expr up	nt	nt	nt	nt	nt	nt
Rab9 prom act	nt	nt	nt	nt	nt	nt

(7) CCC1OC(=O)C[C@H](O)C(C)[C@@H](O[C@@H]2OC(C)C(O)C(N(C)C)C2O)C(CCN2CC(C)CC(C)C2)CC(C)C(=O)/C=C/C(C)=C\[C@@H]1COC1OC(C)C(O)C(OC)C1OC (stereo partly drawn)
(8) C=C1c2cccc(O)c2C(O)=C2C(=O)[C@@]3(O)C(O)=C(C(N)=O)C(=O)[C@@H](N(C)C)[C@@H]3[C@@H](O)[C@H]12
(9) CN(c1nccc(=O)[nH]1)C1CCN(c2nc3ccccc3n2Cc2ccc(F)cc2)CC1
(10) CC(=O)Nc1ccc(OC(=O)c2ccccc2OC(C)=O)cc1
(11) CC1CCC2(C(=O)O)CCC3(C)C(=CCC4C3(C)CCC3[C@@]4(C)CC(O)C(O)[C@@]3(C)CO)C2C1C (stereo partly drawn)
(12) Cc1ccsc1/C=C\C1=NCCCN1C
assay / compound	7	8	9	10	11	12
RORgamma inh	-2%	20%[2.98 µM]	33%	37%	-4%	-15%[2.98 µM]
NPC1 promoter act	nt	nt	nt	nt	nt	nt
FLuc modulator	nt	nt	nt	nt	nt	nt
VP16 counter	-12%	-6%[17 µM]	5%	?	1%	3%[17 µM]
BRCA1 expr up	nt	nt	nt	nt	nt	nt
Rab9 prom act	nt	nt	nt	nt	nt	nt

In another format: entries from further up.
[12] Cc1ccsc1/C=C\C1=NCCCN1C
- RORgamma inh: -15%[2.98 µM]
- NPC1 promoter act: nt
- FLuc modulator: nt
- VP16 counter: 3%[17 µM]
- BRCA1 expr up: nt
- Rab9 prom act: nt
[10] CC(=O)Nc1ccc(OC(=O)c2ccccc2OC(C)=O)cc1
- RORgamma inh: 37%
- NPC1 promoter act: nt
- FLuc modulator: nt
- VP16 counter: ?
- BRCA1 expr up: nt
- Rab9 prom act: nt

Additional structures:
(13) O=C(NCCCN1CCOCC1)c1ccc(Cl)cc1
(14) CCOC(=O)[C@H](CCc1ccccc1)N[C@@H](C)C(=O)N1C(=O)N(C)C[C@H]1C(=O)O
(15) Cc1cc(Cn2cnc3c2C[C@@H](C(=O)O)N(C(=O)C(c2ccccc2)c2ccccc2)C3)ccc1N(C)C
(16) COc1cc2c(c(OC)c1OC)-c1c(cc(OC)c(OC)c1OC)CC(C)C(C)C2 (stereo not drawn)
(17) CC1(C)[C@@H](O[C@H]2O[C@H](C(=O)O)[C@@H](O)[C@H](O)[C@H]2O[C@@H]2O[C@H](C(=O)O)[C@@H](O)[C@H](O)[C@H]2O)CC[C@]2(C)[C@H]3C(=O)C=C4[C@@H]5C[C@@](C)(C(=O)O)CC[C@]5(C)CC[C@@]4(C)[C@]3(C)CC[C@@H]12
(18) C=CCCCCCCCCC(=O)OC
assay / compound	13	14	15	16	17	18
RORgamma inh	2%	0%	38%	?	-4%	-1%[10 µM]
NPC1 promoter act	nt	nt	nt	nt	nt	nt
FLuc modulator	nt	nt	nt	nt	nt	nt
VP16 counter	1%	-10%	8%	?	11%	4%
BRCA1 expr up	nt	nt	nt	nt	nt	nt
Rab9 prom act	nt	nt	nt	nt	nt	nt

(19) O=C(c1ccc(F)cc1)C1CCN(CCn2c(=O)[nH]c3ccccc3c2=O)CC1
(20) CCN(CC)CCOc1ccc(Cc2ccccc2)cc1
(21) CCCCNCC
(22) CN(C(=O)c1c(O)c2ccccc2n(C)c1=O)c1ccccc1
(23) N#C/C(=C1/SCC(c2ccccc2Cl)S1)n1ccnc1 (stereo not drawn)
(24) CCCCC(CC)COC(=O)c1ccccc1O (stereo not drawn)
assay / compound	19	20	21	22	23	24
RORgamma inh	12%	20%&18%	13%	7%	44%[10 µM]	-21%
NPC1 promoter act	nt	nt	nt	nt	nt	nt
FLuc modulator	nt	nt	nt	nt	nt	nt
VP16 counter	-1%	-11%&6%	-1%	-3%	-23%	-9%
BRCA1 expr up	nt	nt	nt	nt	nt	nt
Rab9 prom act	nt	nt	nt	nt	nt	nt

(25) COc1cc(C=O)ccc1O
(26) COC(=O)c1ccccc1O
(27) C[C@@H]1CC2[C@@H]3C[C@H](F)C4=CC(=O)C(Cl)=C[C@]4(C)[C@@]3(F)[C@H](O)C[C@]2(C)[C@@]1(O)C(=O)CO (stereo partly drawn)
(28) CCOC(=O)c1ccc(NC(=O)c2cc(=O)c3ccc(C)c(C)c3o2)cc1
(29) CCOc1ccc2nc(N3CCC(C(=O)Nc4ccccc4CC)CC3)sc2c1
(30) CCOC(=O)c1sc(NC(=O)c2c(-c3ccccc3)c(-c3ccccc3)nn(C)c2=O)nc1C
assay / compound	25	26	27	28	29	30
RORgamma inh	8%&7%	-2%[10 µM]	-4%	nt	nt	nt
NPC1 promoter act	nt	nt	nt	nt	nt	nt
FLuc modulator	nt	nt	nt	-5%	-12%	?
VP16 counter	4%&-7%	-1%&-3%	9%	nt	nt	nt
BRCA1 expr up	nt	nt	nt	nt	nt	nt
Rab9 prom act	nt	nt	nt	nt	nt	nt

(31) Cc1c(Cl)cccc1NC(=O)Cn1cc(C(=O)C2CCCCC2)c2ccccc21
(32) CC(C)OCc1cc(CN2CCN(c3ccccc3)CC2)c(O)c2ncccc12
(33) O=[N+]([O-])c1cncn1CCN1CCOCC1
(34) CN(C)CC/C=C1/c2ccccc2COc2ccc(CC(=O)O)cc21
(35) O=C(O)Cc1sc(-c2ccccc2)nc1-c1ccc(Cl)cc1
(36) CCCCCCCCCCCCCCC[C@@H](O)[C@@H](N)CO
(37) CCC1(O)CC2CN(CCc3c([nH]c4ccccc34)[C@@](C(=O)OC)(c3cc4c(cc3OC)N(C)C3[C@]45CCN4CC=C[C@@](CC)([C@@H](OC(C)=O)[C@]3(O)C(=O)OC)[C@H]45)C2)C1 (stereo partly drawn)
(38) Cc1cccc(Cc2c(C)nc3c(-c4ccccc4)c(C)[nH]n3c2=O)c1
assay / compound	31	32	33	34	35	36	37	38
RORgamma inh	nt	nt	nt	nt	nt	-15%&-1%	nt	nt
NPC1 promoter act	nt	nt	nt	nt	nt	nt	-23%[46.1 µM]	nt
FLuc modulator	-1%	1%	nt	nt	nt	nt	nt	?
VP16 counter	nt	nt	nt	nt	nt	-4%&3%	nt	nt
BRCA1 expr up	nt	nt	-18%	-4%	-19%	5%	nt	-72%
Rab9 prom act	nt	nt	nt	nt	nt	nt	-39%[inhibitor][46.1 µM]	nt

Of the compounds above, seven have sulfur.
(3) C/C(=C(/CCO)SS/C(CCO)=C(\C)N(C=O)Cc1cnc(C)nc1N)N(C=O)Cc1cnc(C)nc1N
(6) COc1ccc(-c2cc(C(F)F)nn2-c2ccc(S(N)(=O)=O)cc2)cc1F
(12) Cc1ccsc1/C=C\C1=NCCCN1C
(23) N#C/C(=C1/SCC(c2ccccc2Cl)S1)n1ccnc1 (stereo not drawn)
(29) CCOc1ccc2nc(N3CCC(C(=O)Nc4ccccc4CC)CC3)sc2c1
(30) CCOC(=O)c1sc(NC(=O)c2c(-c3ccccc3)c(-c3ccccc3)nn(C)c2=O)nc1C
(35) O=C(O)Cc1sc(-c2ccccc2)nc1-c1ccc(Cl)cc1
assay / compound	3	6	12	23	29	30	35
RORgamma inh	-23%	-1%	-15%[2.98 µM]	44%[10 µM]	nt	nt	nt
NPC1 promoter act	nt	nt	nt	nt	nt	nt	nt
FLuc modulator	nt	nt	nt	nt	-12%	?	nt
VP16 counter	-2%	7%	3%[17 µM]	-23%	nt	nt	nt
BRCA1 expr up	nt	nt	nt	nt	nt	nt	-19%
Rab9 prom act	nt	nt	nt	nt	nt	nt	nt

Screening data as filed in PubChem BioAssay.
